SUMO1-SIM PPI = modulators of SUMO1 protein-protein interactions, primary screen, biochemical, uHTS | SUMO1 binding to a labelled peptide, TR-FRET, 1 h | inhibition, % at 20 µM | 0.33% of 360,000 active | AID 602429, 2012; in the data active = inhibition above about 37%
Target sequence (P63165 whole entry, looked up): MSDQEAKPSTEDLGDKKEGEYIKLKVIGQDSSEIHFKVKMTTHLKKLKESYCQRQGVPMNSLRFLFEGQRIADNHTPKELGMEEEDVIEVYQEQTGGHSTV
DNMT1 block = human DNMT1 methyltransferase inhibitors, primary screen, biochemical, molecular beacon, fluorescence, HinP1I cleavage, uHTS; inhibition (reported as % activation of signal), % at 10 µM; DNA (cytosine-5)-methyltransferase 1 (Homo sapiens), P26358; AID 588458, 2011; 0.83% of 360,000 active; in the data active = inhibition above about 50%
CendR NRP1 mod = modulators of CendR peptide binding to NRP-1, primary screen, biochemical, fluorescence polarization, uHTS; 0.85% of 360,000 active; inhibition, % at 25 µM; FAM-RPARPAR peptide binding to NRP-1;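 active = inhibition or corrected inhibition above about 18%, plus a signal ratio from 0.5 to 1.5, limit read from the data, passing the limit was not always enough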; note: strong numbers were not always called active
SKN-1 inh = suppressors of acrylamide-induced Pgst-4::GFP reporter in worms, primary screen, SKN-1 inhibitor project, whole organism, uHTS, GFP/RFP fluorescence ratio, strain VP596; inhibition, % at 21.8 µM; 0.49% of 360,000 active; C. elegans VP596 Pgst-4::GFP/RFP ratio, 24 h;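 active = interference check ratio from 0.5 to 1.5 plus GFP to RFP signal ratio inhibition reaching or exceeding a fixed threshold, cut at about 30% in these data, passing the limit was not always enough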; note: some compounds called inactive have numbers as strong as hits
Rpn11 inh = Rpn11 (PSMD14) deubiquitinase inhibitors, primary screen, biochemical, fluorescence polarization, uHTS; 26S proteasome non-ATPase regulatory subunit 14 (Homo sapiens), O00487; human 26S proteasome, Ub4-pepOG fluorescence polarization; 20S core pre-blocked with epoxomicin; calls only at 20 µM; 0.59% of 360,000 active;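 active = inhibition at 20 µM, scaled to each plate's controls, above about 33%, limit read from the data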
Target sequence (O00487 whole entry, looked up): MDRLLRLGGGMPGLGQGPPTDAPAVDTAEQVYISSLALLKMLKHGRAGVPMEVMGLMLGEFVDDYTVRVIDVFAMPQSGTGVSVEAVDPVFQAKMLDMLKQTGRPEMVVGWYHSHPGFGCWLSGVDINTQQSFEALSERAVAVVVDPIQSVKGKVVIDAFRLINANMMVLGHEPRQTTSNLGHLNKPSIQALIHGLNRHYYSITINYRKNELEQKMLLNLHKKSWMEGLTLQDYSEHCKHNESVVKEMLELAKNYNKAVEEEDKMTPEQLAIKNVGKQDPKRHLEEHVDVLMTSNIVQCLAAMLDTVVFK
Scp-1 inhibitor = Scp-1 phosphatase inhibitors, primary screen, biochemical, colorimetric, uHTS. Carboxy-terminal domain RNA polymerase II polypeptide A small phosphatase 1 (Homo …. Recombinant Scp1, phosphopeptide, malachite green phosphate absorbance. inhibition, % at 20 µM. 0.88% of 340,000 active;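 active = inhibition above about 50% at 20 µM, limit read from the data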;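 note: plate controls were DMSO wells with enzyme for no effect and wells lacking enzyme for full effect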
Target sequence (Q9GZU7 76-261 limits assumed): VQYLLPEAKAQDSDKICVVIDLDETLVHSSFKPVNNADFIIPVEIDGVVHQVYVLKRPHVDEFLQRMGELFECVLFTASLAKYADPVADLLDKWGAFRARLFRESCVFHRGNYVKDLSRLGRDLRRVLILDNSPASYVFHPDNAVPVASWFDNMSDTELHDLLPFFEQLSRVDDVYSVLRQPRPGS
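Material: truncated SCP-1 phosphatase (76-261aa) / Buffer or medium: 50 mM Tris acetate pH 5.5, 0.005% Tween-20, 10 mM MgCl2 / Compound dosing: one concentration, 20 µM, with 1.0% DMSO / Incubation: 45 min room-temperature reaction, 5 min colour, 30 min stabiliser / Detection: colorimetric free-phosphate detection, absorbance 630 nm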
MT1-MMP act inh = blockers of MT1-MMP proenzyme processing, primary screen, HT1080 RFP-PRO-GFP cells, GFP/RFP fluorescence; Matrix metalloproteinase-14 (Homo sapiens), P50281; AID 651647, 2012; GFP/RFP ratio change, % at 20 µM; GFP/RFP ratio fluorescence, overnight; percent of plate control window, DMSO zero; 0.061% of 360,000 active;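 active = GFP/RFP ratio change of at least 30% with cell ATP level not reduced by more than half and red fluorescence within 50% of control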; note: strong numbers were not always called active
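Assay system: HT1080 RFP-PRO-GFP cells | Dosing: 20 µM single dose, 1% DMSO | Incubation: Cells overnight before dosing, compound overnight, 37 °C, 5% CO2 | Evaluation: GFP/RFP fluorescence ratio | Control set: DMSO-only wells and HT1080 RFP-L50D-GFP cell wells as references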
NadD inh = inhibitors of S. aureus NadD, primary screen, biochemical, colorimetric, uHTS. purified NadD enzyme, colorimetric absorbance read-out. Nicotinate-nucleotide adenylyltransferase NadD (Staphylococcus aureus N315). 0.78% of 360,000 active. inhibition, % at 20 µM; in the data active = inhibition above about 26%; note: some compounds past the cut are filed as inactive
LMPTP inh = LMPTP phosphatase inhibitors, primary screen, biochemical, fluorescence intensity, uHTS; Low molecular weight phosphotyrosine protein phosphatase (Homo sapiens), P24666; AID 651560, 2012; recombinant LMPTP-A, OMFP fluorogenic substrate; inhibition, % at 20 µM; 0.22% of 360,000 active;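 active = compounds that cut the enzyme signal by at least half of the control window in the single-dose screen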;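 note: plate controls were DMSO wells with enzyme plus substrate for no effect and substrate without enzyme for full effect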
Target sequence (P24666 whole entry, looked up): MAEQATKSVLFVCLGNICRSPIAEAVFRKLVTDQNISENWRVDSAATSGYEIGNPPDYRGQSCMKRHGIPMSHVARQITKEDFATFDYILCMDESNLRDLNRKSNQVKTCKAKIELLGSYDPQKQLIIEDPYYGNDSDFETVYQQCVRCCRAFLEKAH
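Assay system: LMPTP-A enzyme. Input: 0.625 nM LMPTP-A final. Probe or stimulus: 400 µM OMFP. Compound dosing: single 20 µM dose. Schedule: 50 min dark incubation at room temperature. Detection: fluorescence intensity of OMFP turnover product. Read-out: percent inhibition versus substrate-only and uninhibited controls. Benchmarks: no-enzyme low control, uninhibited high control.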
STEP inh = STEP phosphatase inhibitors, primary screen, biochemical, fluorescence intensity, uHTS | Tyrosine-protein phosphatase non-receptor type 5 (Homo sapiens), P54829 | recombinant STEP, OMFP fluorogenic substrate | inhibition, % at 20 µM | 0.25% of 360,000 active | AID 588621, 2011;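 active = inhibition at 20 µM, scaled per plate between control wells, above about 37%, limit read from the data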;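 note: 0% = DMSO with enzyme and substrate and 100% = substrate only without enzyme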
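Measure: Control-normalized % inhibition with plate pattern correction | Test system: STEP phosphatase, cell-free reaction | Medium: pH 6.0 Bis-Tris with DTT and Tween 20 | Technique: Fluorescence, 480/540 nm | Times: Reaction 20 min, ambient temperature | Doses: Single compound dose of 20 µM, 1% DMSO final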
An asterisk follows results filed as active; i = inactive; x = no result given. Random draw from the library; 3.9% or so of the library scored in one or more.

SMILES	SUMO1-SIM PPI	DNMT1 block	CendR NRP1 mod	SKN-1 inh	Rpn11 inh	Scp-1 inhibitor	MT1-MMP act inh	NadD inh	LMPTP inh	STEP inh
CCN(CC)S(=O)(=O)c1ccc(N2CCOCC2)c(NC(=O)CC23CC4CC(CC(Br)(C4)C2)C3)c1	-2	-2	-12	-2	i	-8	1	-4	3.6	3
Cc1ccc(NC(=O)CN2C(=O)COc3ccc(S(=O)(=O)N4CCCC4)cc32)c(C)c1	-3	1	12	12	i	25	6	-7	0.0	2
Cc1cc(N2CCCCCC2)n2nc(C)c(-c3ccccc3)c2n1	4	0	10	23	i	0	1	1	1.7	2
O=C(COC(=O)c1ccc(O)cc1)NCc1ccc2c(c1)OCO2	3	-1	14	-13	i	-9	-2	-5	1.8	0
CCOC(=O)c1sc(NC(=O)CN2C(=O)NC3(CC(C)CC(C)(C)C3)C2=O)c(C(=O)OCC)c1C (stereo not given)	-3	26	0	0	i	5	-2	20	-23	-5
CNC(=O)/C(C#N)=c1\s/c(=C/C(=O)OC)c(=O)n1-c1ccccc1	-18	-2	-13	-10	i	1	8	-3	-1.3	-2
CC(C)(C)OC(=O)C[C@H]1C/C=C\C[C@H](CC(=O)N(CCO)Cc2ccccc2)C(=O)NCCOC1=O	-1	5	29*	3	i	-8	7	-8	2.3	1
O=C(O)CCCn1cc(NC(=O)COc2ccc(F)cc2F)cn1	0	-2	15	4	i	-1	-3	2	-0.8	0
CC(C)C[C@@H](CN1CCCC1CN1C(=S)NC[C@@H]1Cc1ccccc1)N1C[C@H](Cc2ccccc2)N(CC2CCCCC2)C1=S (stereo not given in full)	-2	x	8	5	x	x	8	24	1.2	x
Cc1cc(C)c(OCCOCCN2CCNCC2)c(C)c1	0	-1	1	39*	i	-3	-11	1	-4.8	-10
CCn1c(SCC(=O)NC2CCCC2)nnc1C(C)C	6	1	13	4	i	-5	-2	-1	-0.7	0
COc1ccc(S(=O)(=O)N2CCCCCC2)cc1NC(=O)CCNC(=O)c1ccccc1Cl	3	4	-10	24	i	x	-6	11	0.0	0
CCc1ccc(NC(=O)c2nc(S(=O)(=O)Cc3ccccc3)ncc2Cl)cc1	-5	3	18	8	i	x	2	-3	0.7	-1
O=C1OC(=O)C2C1[C@@H]1CC[C@H]2O1 (stereo not given in full)	3	2	7	22	i	-6	11	5	-1.7	-1
COc1cccc(CNC(=O)N2CCN(S(=O)(=O)c3ccc(Cl)cc3)CC2)c1	4	1	4	-6	i	-8	1	-4	0.3	1
COc1nc(NCCN2CCOCC2)nc(Nc2ccc([N+](=O)[O-])cc2)n1	-12	-7	4	1	i	2	4	4	-0.6	2
COc1ccc(C/C(=N\OC(C)=O)c2ccc(OC)cc2)cc1	1	3	8	-21	i	-3	3	-8	1.4	-1
COc1cc(NC(=O)COC(=O)CCc2nc3ccccc3c(=O)[nH]2)cc(OC)c1	8	0	-20	5	i	0	-2	-3	-0.7	1
Cc1cc(CNC(=O)C2CCC(=O)N(CCc3ccc(Cl)cc3)C2)no1 (stereo not given)	1	-2	29*	9	i	-5	2	3	0.0	1
Cc1ccc2c(CN(C)Cc3ccc(Cl)cc3Cl)cc(=O)oc2c1	6	4	1	13	i	-5	-1	2	4.6	2
CC(=O)Nc1cn(-c2ccccc2)nc1-c1ccccc1	-1	-2	7	3	i	-1	1	-1	0.5	-1
CCN(CC(=O)Nc1ccc(NC(C)=O)cc1)C(=O)c1cccc2ccccc12	11	2	10	-6	i	-8	1	-2	0.1	-1
O=C(CCc1nnc2ccc(NCc3ccccc3)nn12)NC1CCCCC1	0	1	2	8	i	-6	4	-9	-1.2	0
Cc1nc(SCC(=O)N2CCc3ccccc32)n[nH]1	0	0	-1	6	i	-5	-3	5	-1.6	-9
O=C1/C(=C/c2ccc(F)cc2)Oc2cc(OC(=O)N3CCOCC3)ccc21	-33	-2	-6	-18	i	-10	2	-9	-0.3	-1
COc1ccc(-c2ccc(C(=O)N3CCN(C)CC3)c3occc23)c(C)c1	1	-1	18	0	i	x	12	1	3.4	0
CCCCC(=O)N1CCN(c2nc3ccc(OCC)cc3s2)CC1	3	0	-5	7	i	-4	1	-5	-0.5	1
Cc1ccc(NC(=O)C(C)N=C2NS(=O)(=O)c3ccccc32)cc1 (stereo not given)	2	2	-6	5	i	-1	2	-9	-1.9	-2
CC(=O)N1c2ccc(S(=O)(=O)NCC3CCC(C(=O)N4CC(C)CC(C)C4)CC3)cc2CC1C (stereo not given)	5	0	10	17	i	0	2	6	0.7	1
Cc1cc2nnc(SCC(=O)NC3CCCCC3)n2c(N)n1	2	0	13	-3	i	1	1	-22	-1.3	-2
CSC1=N/C(=C\c2ccccc2F)C(=O)S1	-2	1	-6	13	i	-6	1	-7	1.1	3
O=S(=O)(c1cccc(C(F)(F)F)c1)N1CCN(CC(O)COCc2ccccc2)CC1 (stereo not given)	2	0	11	22	i	-5	5	-3	-0.4	-1
O=C(O)CCc1ccc(-c2cccs2)n1CCc1ccccc1	1	2	-26	5	i	-5	-8	17	1.5	-2
O=C(Cc1ccccc1F)Nc1ccc2c(c1)CCC2	-1	-5	4	8	i	-1	0	-3	0.2	2
CC(C)(C)NS(=O)(=O)c1ccc(OCC(=O)NCCC2=CCCCC2)cc1	1	0	-2	9	i	-2	5	3	0.2	2
CCN1CCN(CCNC(=O)c2ccc(CS(=O)(=O)c3ccccc3C)o2)CC1	-4	0	6	-9	i	-5	-4	-6	-1.1	0
O=C(NC(Nc1nc2ccc([N+](=O)[O-])cc2s1)(C(F)(F)F)C(F)(F)F)c1ccccc1Cl	-21	1	-40	21	i	-9	-15	-1	1.0	0
Cc1cc(C)nc(N/N=C/c2ccccc2OCc2ccccc2)n1	-4	1	-8	5	i	-8	-3	1	0.3	4
COc1ccc(C(=O)Nc2ccnn2C2CCN(C3CCC3)CC2)cc1	-3	-4	0	11	i	1	1	6	0.3	-2
Cn1cc(CNCc2cnc3ccccn23)c(-c2ccc(Oc3ccccc3)cc2)n1	17	-6	8	-5	i	-6	-5	-3	1.0	2
O=C(NCc1ccc(F)cc1)C1CCN(S(=O)(=O)N2CCC3(CC2)OCCO3)CC1	0	1	8	9	i	-2	4	0	-0.8	0
CC(C)(C)S(=O)N1Cc2cc(C(=O)N3CCc4ccccc4C3)nc(-c3cccc(-c4cccnc4)c3)c2[C@@H]1CCO (stereo not given in full)	4	-17	-18	5	i	x	-12	21	10	-4
O=C(Cc1ccccc1)Nn1c(O)c(/C=C2\C=Nc3ccccc32)sc1=S	-11	-4	-85	3	i	-8	-99	11	2.3	-4
Nc1nc(-c2ccccn2)nc(N)c1Cc1ccc(Cl)cc1Cl	3	2	8	8	i	-7	-2	10	0.9	2
CC(=O)Oc1ccc2c3c(c(=O)oc2c1)CCCC3	6	1	-13	17	i	-9	0	1	-1.0	3
O=C(c1ccc(Br)o1)N1CCN(c2ccc3nnc(-c4ccc(F)cc4)n3n2)CC1	49*	-7	-16	-2	i	6	1	0	0.1	2
O=C(Cc1ccc(Br)cc1)Nc1cccc(Cl)c1	3	-1	0	5	i	-7	0	-3	2.0	0
C=CCNC(=O)N1CCC(CO)(Cc2ccc(Cl)cc2)CC1	2	-2	-2	-12	i	-4	0	6	-0.2	-2
CC(=O)NS(=O)(=O)c1ccc(NC(=O)/C=C/c2ccco2)cc1	2	-1	-5	-7	i	0	-2	-4	-0.2	-1
CSCCC(NS(=O)(=O)c1ccc2ccccc2c1)C(=O)O (stereo not given)	-3	2	10	-22	i	5	2	-3	-0.5	1
Next records.
SMILES	SUMO1-SIM PPI	DNMT1 block	CendR NRP1 mod	SKN-1 inh	Rpn11 inh	Scp-1 inhibitor	MT1-MMP act inh	NadD inh	LMPTP inh	STEP inh
COc1ccc(NC(=O)c2cc(S(=O)(=O)N3CCOCC3)ccc2C)cc1S(=O)(=O)N1CCOCC1	1	6	-1	9	i	-5	0	1	-1.0	-1
CCC(C)(C)n1nnnc1C(C(C)C)N(CCN1CCOCC1)Cc1cc2cccc(C)c2[nH]c1=O (stereo not given)	-4	-2	13	7	i	-2	-7	0	0.0	1
COc1cc(C(=O)Nn2c(CC(C)C)nc3ccccc3c2=O)cc(OC)c1OC	-3	5	5	-5	i	-5	1	-6	0.6	-3
Cc1nc(-c2noc(-c3ccccc3Cl)n2)c(C(F)(F)F)o1	2	-4	2	7	i	-14	-2	-5	1.7	3
COc1cc(C(=O)Nc2sc3c(c2C(=O)NCc2ccco2)CCCC3)cc(OC)c1OC	7	-9	2	-6	i	-12	12	-1	1.9	1
COc1cc(OC)cc(C(=O)NCC(=O)NCCN2C(=O)S/C(=C\c3ccccc3Cl)C2=O)c1	-29	-1	-4	0	i	-2	-10	-1	-0.3	-1
CC1CCCCN1C(=O)CN1C(=O)CN(C)C(=O)c2ccccc21 (stereo not given)	0	-1	4	0	i	1	4	12	0.4	0
COc1ccc(NC(=O)c2cc(C)cc(C)c2)cc1S(=O)(=O)N1CCCCC1	-1	-1	-3	-7	i	-8	1	-1	1.7	3
CCC(=O)c1cn(/C(=C\C(=O)OC(C)(C)C)CCC(OC)OC)cc1CC	8	9	-4	-1	i	27	-3	0	0.8	-3
CC1=C(C(=O)Nc2ccc(Br)cc2)C(c2ccco2)NC(=O)N1 (stereo not given)	-1	-5	17	8	i	-8	-5	2	0.0	-2

Screening data deposited in PubChem BioAssay by Sanford-Burnham Center for Chemical Genomics.
